Screens (PubChem BioAssay)
ARNT-TACC3 inh: disruptors of human ARNT/TACC3 interaction | Q9Y6A5 | AlphaScreen His-ARNT PAS-B/GST-TACC3 binding, luminescence; TACC3 fragment carries E629A point mutation | inhibition, % at 9.99 µM | actives 0.66% (n = 390,000);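 active = mean inhibition of replicates at least 50% and at least half of replicates each reaching 50%; inconclusive = half or more replicates reach 50% but mean below 50%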;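 also: 0% = complete ARNT plus TACC3 wells and 100% = ARNT alone without TACC3; many hits fall short of the cut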
Xi reactivation: activators of X-chromosome reactivation in mouse fibroblasts | XiGFP mouse fibroblasts, % GFP-positive cells imaging, 3 d; cells co-treated with 5-aza-dC sensitizer; scaled so ellipticine positive control = 100% | AID 743238 | activation, % at 7.58 µM | actives 0.055% (n = 360,000);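 active = mean normalized replicate activation at least 10% and every replicate at or above 10%; inconclusive = only one of the two criteria met; inactive = mean below 10% and not all replicates reach 10%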;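 also: 0% = median of on-plate neutral control wells and 100% = ellipticine 6 µM median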
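Material: SV40-immortalized XiGFP fibroblast cells, line 68-5-11 | Buffer or medium: DMEM containing 5-aza-dC | Dosing: One concentration, pinned | Times: 3 d treatment, 15 min room-temperature fixation | Controls: Ellipticine 6 µM positive control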
F508del corr: correctors of CFTR F508del function in bronchial epithelial cells; CFBE cells, YFP halide quenching; stimulated with forskolin plus potentiator P3; % fluorescence drop versus neutral controls; activity (quench increase), % at 7.58 µM; actives 0.36% (n = 350,000);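 active = mean added fluorescence quench of at least 8% versus neutral control, with both replicates also reaching 8%; inconclusive = only one of the mean or replicate conditions met; inactive = mean below 8% and not both replicates reaching 8%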;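 also: cells transiently co-express mutant CFTR-F508del with the halide-sensitive YFP; corrector assay measuring rescue of mutant channel to the surface after 24 h compound exposure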
RAD52 anneal inh: blocks human RAD52 DNA annealing. inhibition, % at 18.7 µM. P43351. recombinant RAD52 DNA annealing, FRET fluorescence. AID 651710. actives 0.46% (n = 360,000);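 active = every replicate showing at least 50% inhibition; inconclusive = mean inhibition at least 50% but not in every replicate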
esBAF inh: blocks esBAF chromatin remodeling in mouse ES cells; Bmi1-luciferase knock-in reporter, 24 h; 100% = twice the neutral-well signal; reporter increase, % at 12.5 µM; actives 2% (n = 350,000); in the data active = activation above about 40%; inconclusive = no clear call, values can overlap the other calls;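 also: 0% = median of the plate's neutral control wells and 100% = double that signal; a rise in the Bmi1 reporter signal indicates esBAF inhibition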
GSIS activator: GLuc luminescence reporter in INS-1E cells, primary screen for activators of glucose-dependent secretion of insulin | INS-1E GLuc reporter insulin secretion, 2-3 h | activation, % at 16.6 µM | actives 0.61% (n = 370,000);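 active = lowest replicate activation of at least 40%, so every replicate reaches that level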;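 also: 0% = median of neutral control wells and 100% = median of IBMX positive control wells; some compounds called inactive have numbers as strong as hits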
ERAP1 HTS inh: blocks human ERAP1 aminopeptidase activity. recombinant ERAP1, Leu-AMC fluorescence, 60 min. inhibition, % at 10.7 µM. Q9NZ08. actives 0.15% (n = 340,000);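 active = mean replicate inhibition of at least 30%, or all replicates individually reaching that 30% level; inactive = mean below 30% and not every replicate reaching it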;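 also: 0% = neutral control wells and 100% = L-leucinethiol positive control wells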
Target sequence (Q9NZ08 whole entry, looked up): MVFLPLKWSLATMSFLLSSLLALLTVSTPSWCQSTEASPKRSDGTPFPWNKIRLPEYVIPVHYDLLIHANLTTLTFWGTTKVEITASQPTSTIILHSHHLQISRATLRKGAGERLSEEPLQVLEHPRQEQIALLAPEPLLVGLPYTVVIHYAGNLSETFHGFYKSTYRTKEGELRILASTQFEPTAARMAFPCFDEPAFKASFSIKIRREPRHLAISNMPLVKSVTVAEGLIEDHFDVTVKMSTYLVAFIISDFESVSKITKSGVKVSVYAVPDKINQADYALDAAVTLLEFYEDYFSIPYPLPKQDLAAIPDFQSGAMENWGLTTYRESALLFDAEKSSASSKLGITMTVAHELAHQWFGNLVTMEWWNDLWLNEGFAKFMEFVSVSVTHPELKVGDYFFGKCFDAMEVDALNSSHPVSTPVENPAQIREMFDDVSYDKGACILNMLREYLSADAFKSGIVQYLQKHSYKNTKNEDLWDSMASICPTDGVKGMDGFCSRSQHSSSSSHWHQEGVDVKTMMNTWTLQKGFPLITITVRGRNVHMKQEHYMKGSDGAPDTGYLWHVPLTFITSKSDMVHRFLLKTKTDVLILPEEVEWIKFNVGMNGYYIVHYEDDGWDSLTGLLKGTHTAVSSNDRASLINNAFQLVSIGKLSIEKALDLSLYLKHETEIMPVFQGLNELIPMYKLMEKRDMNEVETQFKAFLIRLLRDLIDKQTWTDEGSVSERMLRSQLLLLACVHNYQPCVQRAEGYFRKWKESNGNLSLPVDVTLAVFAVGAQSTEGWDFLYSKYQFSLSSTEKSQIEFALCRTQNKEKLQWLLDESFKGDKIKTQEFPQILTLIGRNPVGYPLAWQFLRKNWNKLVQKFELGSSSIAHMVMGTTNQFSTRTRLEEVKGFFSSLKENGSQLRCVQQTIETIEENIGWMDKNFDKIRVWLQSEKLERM
RAD54 branch: inhibitors of human RAD54 branch migration. Q92698. RAD54 Holliday junction branch migration, FAM/BHQ fluorescence. inhibition, % at 10.4 µM. actives 0.14% (n = 360,000). AID 602329;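 active = mean normalized replicate activity at least 40 and at least half of replicates scoring 40 or more; inconclusive = only one of the two criteria met; inactive = mean below 40 and under half of replicates reaching 40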;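 also: 0% = median of neutral control wells and 100% = median of positive control wells; inhibitors cause a drop in the FAM fluorescence signal; in these data hits start at about 50%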
* hit, by the source's call; ? = inconclusive; . = not tested or not shown.

Structure	ARNT-TACC3 inh	Xi reactivation	F508del corr	RAD52 anneal inh	esBAF inh	GSIS activator	ERAP1 HTS inh	RAD54 branch
CCc1nc2ccc(C(=O)N3CCN(S(=O)(=O)CC)CC3)cn2c1N(CC)C(=O)NCCc1ccccc1	.	-0.1	-0.9	-5	22	-3	-2	-1
C[C@H](CO)N1C[C@H](C)[C@@H](CN(C)CC2CC2)OCCCC[C@H](C)Oc2ccc(NC(=O)Cc3ccccc3)cc2C1=O	.	0.2	3.3	32	.	8	1	.
C[C@@H]1CN([C@H](C)CO)C(=O)c2cccc(NC(=O)Nc3ccc(F)cc3)c2O[C@H]1CN(C)S(=O)(=O)c1cccs1	-7	0.1	-0.7	-8	6	5	-3	9
O=C(CN1CCCCC1)Nc1cc(S(=O)(=O)N2CCOCC2)ccc1N1CCCC1	-2	0.0	1.9	-11	-4	2	2	-5
CN1CCN(C(=O)C2CCCN(S(=O)(=O)c3ccc(Br)cc3)C2)CC1 (stereo unspecified)	4	0.0	1.1	-16	-2	15	-5	2
Cc1ccc(CSCC(=O)N/N=C/c2cccc(OC3CSC3)c2)cc1	7	0.0	-2.4	-11	.	2	8	0
O=C(COC(=O)c1cccc(S(=O)(=O)N2CCCC2)c1)Nc1ccccc1C(F)(F)F	1	0.0	1.9	-2	-1	-5	-1	2
O=C1C=C(/C=C/c2ccccc2)C[C@@H](c2ccc3c(c2)OCO3)C1	11	-0.1	-2.1	-12	8	5	-5	-4
C/C=C/c1ccc([C@H]2[C@H]3CN(C(=O)Nc4ccc(OC)cc4)CC(=O)N3[C@H]2CO)cc1	.	0.0	-1.1	-16	.	-3	3	.
c1ccc2c(c1)Cc1cc(CN3CCOCC3)ccc1-2	-4	.	.	.	6	20	.	9
CCCNC(=O)N(C)C[C@@H]1Oc2cc(C#C[C@H](C)O)ccc2S(=O)(=O)N([C@H](C)CO)C[C@@H]1C	-4	0.0	1.2	-1	-4	11	0	2
COC(c1ccccc1)c1nnc(CCC(=O)N2CCN(C3CCCC3)CC2)o1 (stereo unspecified)	-10	0.2	0.0	-24	.	7	-1	2
CN(C)C(=O)C[C@H]1C[C@H]2c3cc(NC(=O)Nc4ccc(C(F)(F)F)cc4)ccc3O[C@H]2[C@@H](CO)O1	-6	0.0	-3.9	2	-2	2	-1	7
Cc1ccccc1OCCCc1c(C)n[nH]c1C	13	0.0	0.7	6	.	-19	0	.
CN(C)CC(=O)Nc1ccc2c(c1)[C@@H]1C[C@@H](CC(=O)NCc3ccc(Cl)cc3)O[C@H](CO)[C@@H]1O2	-5	0.0	-3.4	3	8	-4	0	5

Complete entries as entered above. Values in the order: ARNT-TACC3 inh	Xi reactivation	F508del corr	RAD52 anneal inh	esBAF inh	GSIS activator	ERAP1 HTS inh	RAD54 branch
Entry for CN1CCN(C(=O)C2CCCN(S(=O)(=O)c3ccc(Br)cc3)C2)CC1 (stereo unspecified) : 4	0.0	1.1	-16	-2	15	-5	2
Entry for CCCNC(=O)N(C)C[C@@H]1Oc2cc(C#C[C@H](C)O)ccc2S(=O)(=O)N([C@H](C)CO)C[C@@H]1C : -4	0.0	1.2	-1	-4	11	0	2

The results go on.
Structure	ARNT-TACC3 inh	Xi reactivation	F508del corr	RAD52 anneal inh	esBAF inh	GSIS activator	ERAP1 HTS inh	RAD54 branch
Cc1cccc(NC(=O)CN2CCN(C(=O)CN3C(=O)NC4(CCCCC4C)C3=O)CC2)c1C (stereo unspecified)	-3	0.0	-1.4	-5	-4	11	4	5
CCn1nc(C)c(CN2CCC(n3nccc3NC(=O)c3ccccc3OC)CC2)c1C	-4	0.4	-0.1	-12	10	8	2	9
c1ccc(COc2ncnc3c2ncn3CCCNCC(c2ccccc2)c2ccccc2)cc1	.	0.0	-1.0	-11	-5	6	.	7
O=C(N[C@H]1C/C=C\C(c2cccc(F)c2)N(Cc2ccccc2)C(=O)C1)OCC1c2ccccc2-c2ccccc21 (stereo partly specified)	-2	-0.1	0.6	-63	13	-13	.	0
CC(C(=O)c1c[nH]c(C(N)=O)c1)c1ncc(C(F)(F)F)cc1Cl (stereo unspecified)	.	-0.1	0.5	-10	.	13	9	.
CC(=O)Nc1ccc(NC(=O)C(C)OC(=O)/C=C/c2ccc3c(c2)OCO3)cc1 (stereo unspecified)	-1	0.0	1.4	1	-8	35	-2	0
CC(C)NC(=O)N(C)C[C@H]1Oc2ccc(NC(=O)C3CCCCC3)cc2C(=O)N([C@H](C)CO)C[C@H]1C	1	0.3	0.0	-10	0	6	0	-9
CCc1cc(=O)oc2c(CN3CCN(C)CC3)c(O)ccc12	-10	0.0	1.8	8	5	-2	36*	0
COc1ccc(-c2ccc(C(=O)NC(C)C)c3occc23)c(C)c1	.	-0.1	-0.8	-44	3	.	1	2
CCN(CC(=O)Nc1ccc(NC(C)=O)cc1)C(=O)/C=C/c1cn(-c2ccccc2)nc1-c1ccc(F)cc1	-3	-0.1	-6.2	-8	.	-6	2	.
COCCN(C(=O)CCC(=O)Nc1cc(C)on1)C(C(=O)NC1CCCC1)c1ccc(C)cc1 (stereo unspecified)	0	0.1	0.3	-8	3	-12	-4	-5
Cc1cccc(NC(=O)CN(C)S(=O)(=O)c2ccc(-c3ccc(=O)[nH]n3)s2)c1C	5	0.2	0.9	-35	6	-1	2	-5
COc1ncnc2c1ncn2CCCNCC(C)c1ccccc1 (stereo unspecified)	.	0.4	1.0	-7	3	-3	0	-4
S=C1NC(C23CC4CC(CC(C4)C2)C3)=CC(c2ccc3c(c2)OCO3)N1 (stereo unspecified)	-4	-0.1	2.5	-22	.	4	-4	.
CCCC#Cc1ccc([C@@H]2[C@H]3CN(CC4CC4)CCCCN3[C@H]2CO)cc1	8	0.2	2.7	.	.	-20	.	1

An excerpt from above in order of the esBAF inh value, largest number first.
smiles	esBAF inh
CCn1nc(C)c(CN2CCC(n3nccc3NC(=O)c3ccccc3OC)CC2)c1C	10
Cc1cccc(NC(=O)CN(C)S(=O)(=O)c2ccc(-c3ccc(=O)[nH]n3)s2)c1C	6
COc1ccc(-c2ccc(C(=O)NC(C)C)c3occc23)c(C)c1	3
CC(C)NC(=O)N(C)C[C@H]1Oc2ccc(NC(=O)C3CCCCC3)cc2C(=O)N([C@H](C)CO)C[C@H]1C	0
CC(=O)Nc1ccc(NC(=O)C(C)OC(=O)/C=C/c2ccc3c(c2)OCO3)cc1 (stereo unspecified)	-8

(cont.)
Structure	ARNT-TACC3 inh	Xi reactivation	F508del corr	RAD52 anneal inh	esBAF inh	GSIS activator	ERAP1 HTS inh	RAD54 branch
C=C1CC(C(=O)N/N=C/c2ccccc2)C1	-9	0.0	.	4	.	4	3	.
COc1cc(/C=N/NC(=O)C(=O)NCc2ccco2)ccc1O	-15	0.0	.	.	.	35	.	-5
O=[N+]([O-])c1ccc(CSc2ncnc3c2ncn3[C@@H]2O[C@H](CO)[C@@H](O)[C@H]2O)cc1	-4	0.2	2.1	2	-1	-2	-1	-1
O=C(C[C@@H]1C=C[C@H](NS(=O)(=O)c2ccc(F)cc2)[C@@H](CO)O1)NCc1ccc(Cl)c(Cl)c1	.	-0.7	2.9	-6	12	-22	2	-3
COc1ccc(NC(=O)N(C)C[C@@H]2Oc3ccc(NC(=O)CCN4CCOCC4)cc3CC(=O)N([C@H](C)CO)C[C@H]2C)cc1	-8	0.3	-0.5	-7	1	14	0	0
CO[C@H]1CN(C)C(=O)c2cc(NS(=O)(=O)CC(F)(F)F)ccc2OC[C@@H](C)NC[C@H]1C	0	0.1	0.9	-25	-1	7	18	9
Cc1ccc(C)c(N(C)C(=O)CCS(=O)(=O)c2cccc3nonc23)c1	1	-0.1	-0.5	-14	0	9	-2	-5
C=CCn1c(=O)c2ccccc2n2c(SCc3nc(N)nc(Nc4ccccc4C)n3)nnc12	1	.	-2.2	-32	1	7	1	5
COc1ccc(CCN2CC(=O)NC(=O)C2)cc1OC	.	0.0	-2.3	-6	.	54*	-2	-2
O=C(C[C@H]1CC[C@H]2[C@@H](COC[C@@H](O)CN2CC2CCOCC2)O1)N1CCOCC1	-12	0.1	0.6	0	0	5	0	12
CN(Cc1ccccc1)C(=O)c1csc([C@@H]2O[C@H](CO)[C@H](O)[C@H](O)[C@H]2O)n1	.	-0.1	-2.5	-10	2	9	-3	9
C[C@@H]1CCCCO[C@H](CN(C)Cc2ccccc2)[C@H](C)CN([C@H](C)CO)C(=O)c2cc(NC(=O)Nc3ccc(C(F)(F)F)cc3)ccc2O1	1	0.4	?	-4	-7	-13	-2	-4
COc1ccc(CN(C)C[C@@H]2OCCCC[C@H](C)Oc3ccc(NC(=O)NC(C)C)cc3C(=O)N([C@@H](C)CO)C[C@@H]2C)cc1	-12	0.0	0.9	11	-8	-5	3	-5
O=C(CSc1nnc(-c2ccc(Cl)cc2)o1)N1CCOCC1	0	0.0	2.5	-7	?	-13	1	12
COC(=O)N1CCCCC1c1cc(C(=O)Nc2ccc(OC)cc2C)no1 (stereo unspecified)	.	0.0	-0.1	2	-3	13	-3	5
